High-throughput results as filed in PubChem BioAssay.
Giardia killer: Giardia lamblia killing | activity change, % at 7.66 µM, hits read low | 340,000 tested, 0.15% active | Giardia lamblia trophozoite viability; in the data active means activity change below about -80%; inconclusive means between about -30% and that limit;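 further: parasites exposed to compound for two days anaerobically before the ATP read; on the % scale 0 is the no-effect control and ±100 the full control effect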
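Viability, read as ATP luminescence: trophozoites at 100 cells/well, compound added, 48 hrs anaerobic at 37 deg C, then 15-30 min room-temperature development before reading.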
RORgamma inh: inhibitors of mouse ROR gamma transcriptional activity; P51450; Potency, µM (doses to about 53.6 µM), for the others: top-dose activity change, negative = inhibition, actives largely listed as inhibitors; 310,000 tested, 5.4% active; AID 2551; Drosophila S2 Gal4-RORgamma UAS-luciferase reporter, 20 h; further: potency means the concentration at half of the fitted maximal effect; on the % scale 0 is the no-effect control and ±100 the full control effect; nearly all actives have a fitted effect of over 60% in size
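Using a luciferase readout, inhibitors were identified by reduced reporter activity in Drosophila cells coexpressing a copper-inducible Gal4–ROR gamma fusion and UAS-driven Photinus luciferase, incubated 20 hr after 700 uM copper sulfate.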
p53 reactivator: re-activators of mutant p53 | H1299 p53-A138V BP100-luciferase reporter, luminescence, 24 h | Potency, µM (titrated, usually from 92.2 µM), for inactives: at the highest dose activity change, positive = activation, usual class: activators | 320,000 tested, 0.063% active | AID 504706; further: potency means the concentration at half of the fitted maximal effect; % of control where 0% means no effect; nearly all actives have a fitted effect of over 45% in size
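H1299 (p53-null), stable ts p53-A138V + BP100-Luc; 1000 cells/well, Opti-MEM/10% FBS; cpd 4 pt, 1:5; 24 h, 37 deg C, 5% CO2; detection reagent 10 min RT; luminescence.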
NPC1 promoter act: NPC1 promoter activation | Huh7 NPC1 promoter luciferase reporter, 24 h | Potency, µM (top dose mostly 9.22 µM), without a hit: at the highest dose activation, actives largely listed as activators | 320,000 tested, 2.4% active | AID 485313;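 further: potency means the concentration at half of the fitted maximal effect; % of control where 0% means no effect; nearly all actives have a fitted effect of over 60% in size; reporter is driven by a mutant NPC1 promoter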
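In 1536-well qHTS, Huh7 cells harboring an NPC1 promoter–luciferase construct received compound for 24 h; activation was quantified by luminescence following luciferase reagent addition.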
Rab9 promoter act: activators of Rab9 promoter; Huh7 Rab9 promoter-luciferase reporter, luminescence, 24 h; Potency, µM (top dose mostly 9.22 µM), for inactives: at the highest dose activation, negative = inhibition, hits mostly activators; 320,000 tested, 2.8% active; AID 485297; further: potency means the concentration at half of the fitted maximal effect; % of control where 0% means no effect; nearly all actives have a fitted effect of over 60% in size
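Steps: seed 1500 Huh7 Rab9-luc cells per well, rest 2 h at 37 °C; add compound in DMSO; incubate 24 h; add luciferase reagent, 10 min ambient; read luminescence.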
ELG1 genotoxic: genotoxicity induction in ELG1-luciferase HEK293T cells | HEK293T ELG1-luciferase reporter, luminescence, 16 h | Potency, µM (series often up to 46 µM), inactives show at the top dose activity change, positive = activation, hits mostly activators | 330,000 tested, 1.3% active | AID 504466; further: potency means the concentration at half of the fitted maximal effect; % of control where 0% means no effect; nearly all actives have a fitted effect of over 60% in size
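Genotoxicity was scored as increased ELG1-luciferase reporter signal, measured by ONE-Glo luminescence (30 min, room temperature). Compound or vehicle exposure of the HEK293T reporter cells lasted 16 hr at 37°C.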
PKM2 activator: increases activity of human pyruvate kinase M2. purified PKM2, Kinase-Glo ATP luminescence, activation; response scale: 0% is enzyme alone, no compound. AID 1631. P14618. Potency, µM (highest dose often 57.5 µM), for inactives: at the top dose activation, actives largely listed as activators. 260,000 tested, 0.34% active; further: potency means the concentration at half of the fitted maximal effect; on the % scale 0 is the no-effect control and ±100 the full control effect; nearly all actives have a fitted effect of over 55% in size
Target sequence (P14618 whole entry, looked up): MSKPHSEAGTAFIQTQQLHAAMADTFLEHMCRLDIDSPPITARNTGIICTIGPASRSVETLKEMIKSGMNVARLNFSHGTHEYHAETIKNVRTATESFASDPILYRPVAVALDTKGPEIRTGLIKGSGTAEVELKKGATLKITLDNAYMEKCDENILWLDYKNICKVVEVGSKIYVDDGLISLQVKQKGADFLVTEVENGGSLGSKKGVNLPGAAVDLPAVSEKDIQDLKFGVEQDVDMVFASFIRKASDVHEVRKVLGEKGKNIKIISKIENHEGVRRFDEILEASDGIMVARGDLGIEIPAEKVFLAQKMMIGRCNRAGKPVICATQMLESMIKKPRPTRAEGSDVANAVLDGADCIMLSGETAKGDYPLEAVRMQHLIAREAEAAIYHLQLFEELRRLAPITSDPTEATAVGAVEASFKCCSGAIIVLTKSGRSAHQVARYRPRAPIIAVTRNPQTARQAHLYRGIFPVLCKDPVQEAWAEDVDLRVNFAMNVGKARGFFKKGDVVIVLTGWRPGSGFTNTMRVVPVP
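Kinase-Glo luminescence reports ATP generated from ADP (0.1 mM) and PEP (0.5 mM) by purified hPK-M2 after 1 h at room temperature, pH 7.2 imidazole buffer; intermediate enzyme activity allows detecting inhibitors and activators.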
BRCA1 expr up: BRCA1 expression activation | MCF7-BRCA1-FFLuc reporter, luminescence, 48 h; response scale: scaled: vehicle 0%, 10 µM genistein 100% | Potency, µM (series often up to 46.1 µM), for the others: at the top dose activation, hits mostly activators | 380,000 tested, 1.1% active | AID 624202; further: potency means the concentration at half of the fitted maximal effect; nearly all actives have a fitted effect of over 80% in size; some results filed as inactive show a strong effect at the top dose
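Activators of BRCA1 expression were detected as increased firefly luciferase luminescence in engineered MCF7 cells after 48 h compound incubation. Signals were scaled to genistein 10 microM as full activation.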
Gal4-VP16 FLuc: counter-screen for ROR gamma inhibitors: Gal4-VP16 reporter | Drosophila S2 Gal4-VP16 UAS-luciferase, luminescence, 20 h | Potency, µM (series often up to 53.6 µM), for inactives: top-dose activity, negative = inhibition, hits mostly inhibitors | 310,000 tested, 3.5% active;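 further: Gal4-VP16 expression switched on by copper sulfate through the metallothionein promoter; potency means the concentration at half of the fitted maximal effect; on the % scale 0 is the no-effect control and ±100 the full control effect; nearly all actives have a fitted effect of over 50% in size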
Menin MLL FP TR: inhibitors of human menin-MLL interaction, mutant MLL peptide | 270,000 tested, 0.23% active | O00255 | Potency, µM (titrated, usually from 61.6 µM), for inactives: at the highest dose FP activity change, negative = inhibition, most hits filed as inhibitors | Menin + Texas Red MLL mutant peptide, fluorescence polarization; active means well fitted inhibition curve with a large enough effect in the polarisation, with a control signal flat, not every such curve was filed as active; inconclusive means small, poorly fitted or top-dose-only effect, or effect the other way, or a change in a side signal; inactive means no such curve, though single readings can be large or run the other way; the % refers to the polarisation; further: potency means the concentration at half of the fitted maximal effect; % of control where 0% means no effect; many of its hits are not listed in these tables
FLuc modulator: inhibits or activates purified firefly luciferase, miR-21 counter-screen | purified FLuc, Km substrates, luminescence inhibition | AID 588342 | 360,000 tested, 6.9% active | Potency, µM (highest dose often 57.5 µM), for inactives: at the highest dose activity change, negative = inhibition, most hits filed as inhibitors | P08659;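 further: potency means the concentration at half of the fitted maximal effect; plate controls were vehicle for no effect and reference inhibitor for full effect; nearly all actives have a fitted effect of over 55% in size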
Target sequence (P08659 whole entry, looked up): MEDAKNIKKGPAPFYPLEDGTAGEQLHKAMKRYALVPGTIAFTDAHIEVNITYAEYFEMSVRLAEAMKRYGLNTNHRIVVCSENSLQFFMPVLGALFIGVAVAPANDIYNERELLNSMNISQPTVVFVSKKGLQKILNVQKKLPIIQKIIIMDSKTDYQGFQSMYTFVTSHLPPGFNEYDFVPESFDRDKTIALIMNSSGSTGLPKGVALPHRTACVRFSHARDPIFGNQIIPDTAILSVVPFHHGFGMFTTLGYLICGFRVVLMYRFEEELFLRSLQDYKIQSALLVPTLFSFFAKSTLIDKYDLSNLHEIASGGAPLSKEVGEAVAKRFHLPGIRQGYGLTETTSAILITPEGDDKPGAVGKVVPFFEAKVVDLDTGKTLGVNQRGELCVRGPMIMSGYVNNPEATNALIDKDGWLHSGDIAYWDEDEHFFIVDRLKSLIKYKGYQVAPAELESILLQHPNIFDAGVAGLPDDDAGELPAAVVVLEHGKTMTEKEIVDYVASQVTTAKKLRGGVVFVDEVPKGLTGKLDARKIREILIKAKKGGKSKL
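Biochemical qHTS of compounds, final roughly 60 µM downward over six points, against 10 nM purified firefly luciferase using Km concentrations of substrates (10 uM D-luciferin, 10 uM ATP) in Tris acetate pH 7.5 buffer; luminescence output.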
Starred values were filed as active, the others as inactive; [ ] = another dose, or the depositor's remark. Unless noted, the call rests on the fitted dose curve; in most records, active means well fitted curve in the direction sought with a large enough effect; inconclusive means small, poorly fitted or top-dose-only effect, or another doubt; inactive means no such curve, though single readings can be large; an effect the other way counts as inactive or inconclusive. These rows are one share of the data; rates above refer to the full screens.

What do the screens show for `Clc1cccc2sc(N3CCN(c4ccccc4)CC3)nc12`?
Giardia killer: 4; RORgamma inh: inconclusive; p53 reactivator: inconclusive; NPC1 promoter act: inconclusive; Rab9 promoter act: 30%; ELG1 genotoxic: 0%; PKM2 activator: 12%; BRCA1 expr up: -14%; Gal4-VP16 FLuc: 0%; Menin MLL FP TR: -3%; FLuc modulator: inconclusive

How did NC(=O)C1CCN(C(=O)CN(c2cccc(C(F)(F)F)c2)S(=O)(=O)c2ccccc2)CC1 do in these assays?
Giardia killer: -3; RORgamma inh: -1%; p53 reactivator: 0%; NPC1 promoter act: -6%; Rab9 promoter act: -4%; ELG1 genotoxic: 0%; PKM2 activator: 0%; BRCA1 expr up: -13%; Gal4-VP16 FLuc: 3%; Menin MLL FP TR: 1%; FLuc modulator: 7%

How did O=C(NCC1OCCc2ccccc21)c1ccc(NC(=O)c2cccc(Br)c2)cc1 (configuration not stated) do in these assays?
Giardia killer: 1; RORgamma inh: inconclusive; p53 reactivator: -10%; NPC1 promoter act: -2%; Rab9 promoter act: -4%; ELG1 genotoxic: 4%; PKM2 activator: 7%; BRCA1 expr up: -11%; Gal4-VP16 FLuc: inconclusive; Menin MLL FP TR: 7%; FLuc modulator: 8%

How did CCN(C(=O)COC(=O)c1ccc2c(c1)OCO2)c1c(N)n(Cc2ccccc2)c(=O)[nH]c1=O do in these assays?
Giardia killer: 2; p53 reactivator: -8%; NPC1 promoter act: 3%; Rab9 promoter act: -1%; ELG1 genotoxic: 2%; BRCA1 expr up: 3%; FLuc modulator: -1%

Results for CN1C(=O)c2ccc(NC(=O)c3ccc(N4CCCCC4)c([N+](=O)[O-])c3)cc2C1=O ?
Giardia killer: 6; RORgamma inh: 35%; p53 reactivator: -4%; NPC1 promoter act: -1%; Rab9 promoter act: -7%; ELG1 genotoxic: -1%; PKM2 activator: -14%; BRCA1 expr up: -6%; Gal4-VP16 FLuc: -2%; Menin MLL FP TR: 0%; FLuc modulator: -2%

Results for Cn1c(=O)c(=O)n(C)c2cc([N+](=O)[O-])c(N3CCOCC3)cc21 ?
Giardia killer: inconclusive; RORgamma inh: -4%; p53 reactivator: 13%; NPC1 promoter act: -1%; Rab9 promoter act: -1%; ELG1 genotoxic: 1%; PKM2 activator: -3%[11.5 µM]; BRCA1 expr up: 24%; Gal4-VP16 FLuc: -10%; Menin MLL FP TR: 1%; FLuc modulator: 3%

How did CC(C(=O)NC1CCCC1)N1C(=O)c2cccc3cccc1c23 (configuration not stated) do in these assays?
Giardia killer: -20; RORgamma inh: 15%; p53 reactivator: -2%; NPC1 promoter act: -1%; Rab9 promoter act: 5%; ELG1 genotoxic: -4%; PKM2 activator: -3%; BRCA1 expr up: -24%; Gal4-VP16 FLuc: 3%; Menin MLL FP TR: -21%; FLuc modulator: 0%

Results for Cc1ccc(NC(=S)Nc2cccc3cnccc23)c(C)c1 ?
Giardia killer: -2; RORgamma inh: 16µM*; p53 reactivator: 15%; NPC1 promoter act: -7%; Rab9 promoter act: -11%; ELG1 genotoxic: -7%; BRCA1 expr up: -34%; Gal4-VP16 FLuc: -26%; Menin MLL FP TR: 2%; FLuc modulator: -3%

What do the screens show for `Cc1ccccc1-c1noc(-c2ccccc2C(=O)NCc2ccco2)n1`?
Giardia killer: 6; RORgamma inh: 5%; p53 reactivator: 0%; NPC1 promoter act: 13%; Rab9 promoter act: 7%; ELG1 genotoxic: -8%; PKM2 activator: inconclusive; BRCA1 expr up: -29%; Gal4-VP16 FLuc: 2%; FLuc modulator: inconclusive

Results for Cc1ccc(Cl)c(OCCN2CCc3ccccc3C2)c1 ?
Giardia killer: -12; RORgamma inh: -5%; p53 reactivator: 22%; NPC1 promoter act: -1%; Rab9 promoter act: 4%; ELG1 genotoxic: -5%; PKM2 activator: 2%[11.5 µM]; BRCA1 expr up: -18%; Gal4-VP16 FLuc: -12%; Menin MLL FP TR: -16%; FLuc modulator: inconclusive

Results for CCC(c1nnnn1C(C)(C)CC)N1CCN(c2ccccc2F)CC1 (configuration not stated) ?
Giardia killer: 14; RORgamma inh: -4%; p53 reactivator: -3%; NPC1 promoter act: -4%; Rab9 promoter act: -3%; ELG1 genotoxic: -6%; PKM2 activator: 0%; BRCA1 expr up: -24%; Gal4-VP16 FLuc: 1%; Menin MLL FP TR: -16%; FLuc modulator: -1%

How did CCOC(=O)N1CCN(Cc2nc(N)nc(Nc3ccc(Cl)cc3)n2)CC1 do in these assays?
Giardia killer: 5; RORgamma inh: 2%; p53 reactivator: 5%; NPC1 promoter act: -4%; Rab9 promoter act: -3%; ELG1 genotoxic: 4%; PKM2 activator: 3%; BRCA1 expr up: 1%; Gal4-VP16 FLuc: 2%; Menin MLL FP TR: 1%; FLuc modulator: inconclusive

Molecules above that have a nitro group on carbon (2):
Results for CN1C(=O)c2ccc(NC(=O)c3ccc(N4CCCCC4)c([N+](=O)[O-])c3)cc2C1=O ?
Giardia killer: 6; RORgamma inh: 35%; p53 reactivator: -4%; NPC1 promoter act: -1%; Rab9 promoter act: -7%; ELG1 genotoxic: -1%; PKM2 activator: -14%; BRCA1 expr up: -6%; Gal4-VP16 FLuc: -2%; Menin MLL FP TR: 0%; FLuc modulator: -2%

Results for Cn1c(=O)c(=O)n(C)c2cc([N+](=O)[O-])c(N3CCOCC3)cc21 ?
Giardia killer: inconclusive; RORgamma inh: -4%; p53 reactivator: 13%; NPC1 promoter act: -1%; Rab9 promoter act: -1%; ELG1 genotoxic: 1%; PKM2 activator: -3%[11.5 µM]; BRCA1 expr up: 24%; Gal4-VP16 FLuc: -10%; Menin MLL FP TR: 1%; FLuc modulator: 3%

(listing goes on)
Results for CC1=C(C(=O)Nc2ccccn2)C(c2ccccc2Cl)NC(=S)N1 (configuration not stated) ?
Giardia killer: 7; RORgamma inh: -4%; p53 reactivator: 5%; NPC1 promoter act: 5%; Rab9 promoter act: 0%; ELG1 genotoxic: inconclusive; PKM2 activator: -3%; BRCA1 expr up: 6%; Gal4-VP16 FLuc: -24%; Menin MLL FP TR: -2%; FLuc modulator: inconclusive

Results for CCc1ccc(-c2csc3[n+]2CCN3C(C)=O)cc1 ?
Giardia killer: 9; RORgamma inh: -44%; p53 reactivator: -6%; NPC1 promoter act: 1%; Rab9 promoter act: -5%; ELG1 genotoxic: -3%; PKM2 activator: 20%; BRCA1 expr up: -26%; Gal4-VP16 FLuc: 0%; Menin MLL FP TR: -13%; FLuc modulator: inconclusive

What do the screens show for `Cc1ccc2cccc(OCC(=O)Nc3ccc4c(c3)OCO4)c2n1`?
Giardia killer: -12; RORgamma inh: 25%; p53 reactivator: -6%; NPC1 promoter act: 6%; Rab9 promoter act: -3%; ELG1 genotoxic: -7%; PKM2 activator: -1%; BRCA1 expr up: -10%; Gal4-VP16 FLuc: 4%; Menin MLL FP TR: -1%; FLuc modulator: -19%

What do the screens show for `O=C(CSc1nnc(NC(=O)C2CC2)s1)Nc1ccccc1`?
Giardia killer: 0; RORgamma inh: -9%; p53 reactivator: inconclusive; NPC1 promoter act: 3%; Rab9 promoter act: -8%; ELG1 genotoxic: 11%; PKM2 activator: 3%; BRCA1 expr up: -26%; Gal4-VP16 FLuc: -4%; Menin MLL FP TR: 10%; FLuc modulator: -13%

Results for COc1ccc(C2=NN(C(=O)CCCC(=O)O)C(c3cccs3)C2)cc1OC (configuration not stated) ?
Giardia killer: -2; RORgamma inh: -1%; p53 reactivator: -2%; NPC1 promoter act: -6%; Rab9 promoter act: -1%; ELG1 genotoxic: 9%; PKM2 activator: 0%; BRCA1 expr up: 13%; Gal4-VP16 FLuc: 4%; Menin MLL FP TR: -4%; FLuc modulator: -4%

How did CC(C)C[C@H](NC(=O)OC(C)(C)C)C(=O)N/N=C/C1=Cc2ccccc2OC1C (some centres not stated) do in these assays?
Giardia killer: -5; RORgamma inh: inconclusive; p53 reactivator: -3%; NPC1 promoter act: -2%; Rab9 promoter act: 1%; ELG1 genotoxic: -8%; PKM2 activator: 7%; BRCA1 expr up: -91%[inhibitor]; Gal4-VP16 FLuc: -22%; Menin MLL FP TR: -3%; FLuc modulator: 0%

Results for CS(=O)(=O)c1cccc(C(=O)NCc2ccccc2)c1 ?
Giardia killer: -10; RORgamma inh: 31%; p53 reactivator: -3%; NPC1 promoter act: -3%; Rab9 promoter act: -2%; ELG1 genotoxic: 0%; PKM2 activator: 6%; BRCA1 expr up: 15%; Gal4-VP16 FLuc: 3%; Menin MLL FP TR: 14%; FLuc modulator: 2%
